Source: PubChem (National Center for Advancing Translational Sciences (NCATS))
AT treatment – potential ataxia-telangiectasia treatment. […] A-T fibroblasts, KAP-1 phosphorylation AlphaLISA; neocarzinostatin DNA damage 30 min before lysis. Potency, µM (top dose mostly 57.5 µM), inactives show top-dose activation, actives largely listed as activators. 0.19% of 320,000 active. AID 485349; note: potency is the fitted concentration of half-maximal effect; % of control where 0% means no effect; nearly all actives have a fitted effect of over 45% in size
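hTERT-immortalized A-T patient fibroblasts ([…]), 500 cells/well in OPTI-MEM, 1% FBS, got compounds for 60 min, then NCS for 30 min at 37C. Lysates were then assayed for phospho-KAP-1 by AlphaLISA (anti-pKAP1 donor, anti-KAP1 acceptor beads), 6 hr at 25C.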
MLL CXXC-DNA inh – MLL CXXC-DNA interaction inhibition. Q03164. Potency, µM (series often up to 115 µM), for the others: at the top dose activity change, negative = inhibition, most hits filed as inhibitors. 0.037% of 290,000 active. MLL-CXXC / FITC-HOXA9 DNA fluorescence polarization. AID 2662; active = well fitted inhibition curve with a large enough effect in the polarisation, with a control signal flat, not every such curve was filed as active; inconclusive = small, poorly fitted or top-dose-only effect, or effect the other way, or a change in a side signal; inactive = no such curve, though single readings can be large or run the other way; the % refers to the polarisation; note: potency is the fitted concentration of half-maximal effect
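Fluorescence polarization: 7 uM MLL-CXXC (stock) preincubated 5 min with compounds, then 50 nM fluorescein-HOX-A9 DNA (stock) added; 30 min ambient. Buffer 50 mM Tris-HCl pH 7.5, 50 mM NaCl, 1 mM DTT, 0.05% BSA.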
PTAP TSG101 blk – blocks PTAP/TSG101 interaction to inhibit HIV-1 budding; 340,000 tested, under 10 active; Fluorescence polarization, FITC-PTAP peptide / Tsg101 binding; Q99816; Potency, µM (doses to about 115 µM), for inactives: at the highest dose activity change, negative = inhibition, hits mostly inhibitors; active = well fitted inhibition curve with a large enough effect in the main read-out, with a control signal flat, not every such curve was filed as active; inconclusive = small, poorly fitted or top-dose-only effect, or effect the other way, or a change in a side signal; inactive = no such curve, though single readings can be large or run the other way; note: potency is the fitted concentration of half-maximal effect; % of control where 0% means no effect
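Fluorescence polarization binding of Tsg101 binding domain (10 uM final) to FITC-labeled PTAP peptide (50 nM final) in HEPES pH 7.5 buffer with NaCl, Tween 20, EDTA, TCEP. Compounds added before peptide; binding 20 min at RT.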
Mito fusion act – inhibitors of mitochondrial division or activators of mitochondrial fusion; Potency, µM (titrated, usually from 46.1 µM), without a hit: top-dose growth rescue (activation), usual class: activators; 0.23% of 320,000 active; S. cerevisiae fusion-defective mutant growth rescue, CellTiterGlo 48 h; AID 485298;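 note: potency is the fitted concentration of half-maximal effect; % of control where 0% means no effect; nearly all actives have a fitted effect of over 45% in size; temperature-sensitive fusion mutants such as fzo1-1 at 37 °C on non-fermentable ethanol glycerol medium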
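Compounds are tested for their ability to restore growth of mitochondrial fusion-defective yeast strains at non-permissive 37C in YPEG medium over 48 hours. Viability is quantified by luciferase luminescence.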
Integrin act MD – activates integrin-mediated alleviation for muscular dystrophy | alpha7betagal myoblasts, beta-gal FDG fluorescence, 48 h | Potency, µM (titrated, usually from 38.3 µM), for the others: top-dose activation, most hits filed as activators | 0.064% of 350,000 active | AID 624291;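 note: potency is the fitted concentration of half-maximal effect; 100% = response of the positive control SU9516; nearly all actives have a fitted effect of over 60% in size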
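alpha7betagal+/- myoblasts (passage 13, 250/well) treated 48 h at 37C with compounds at 1:260 dilution of DMSO stock. Lysed, then beta-galactosidase activity read as FDG fluorescence (ex 480/em 540) after 30 min, with pre-read for autofluorescence.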
Menin-MLL TR inh – menin-MLL binding inhibition, Texas Red mutant peptide; O00255; Menin + Texas Red MLL mutant peptide, fluorescence polarization; Potency, µM (doses to about 61.6 µM), for the others: top-dose FP activity change, negative = inhibition, usual class: inhibitors; 0.23% of 270,000 active; AID 1768; active = well fitted inhibition curve with a large enough effect in the polarisation, with a control signal flat, not every such curve was filed as active; inconclusive = small, poorly fitted or top-dose-only effect, or effect the other way, or a change in a side signal; inactive = no such curve, though single readings can be large or run the other way; the % refers to the polarisation; note: potency is the fitted concentration of half-maximal effect; % of control where 0% means no effect; many of its hits are not listed in these tables
TCR act – activates T cell receptor signaling. Potency, µM (series often up to 9.22 µM), inactives show top-dose activation of IL-2 secretion, most hits filed as activators. primary human leukocytes, anti-CD3, IL-2 HTRF, 48 h. 330,000 tested, under 10 active; note: % of control where 0% means no effect
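Primary human leukocytes incubated 48 hr with anti-CD3 beads plus compound, without co-stimulation. Secreted IL-2 measured by HTRF (europium cryptate/d2 anti-IL-2 pair, 320 nm excitation, 665 nm emission).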
MBNL1-CUG inh – blocks human MBNL1 binding to CUG repeat RNA. 0.036% of 280,000 active. Potency, µM (highest dose often 57.5 µM), for the others: at the highest dose activity change, negative = inhibition, usual class: inhibitors. Q9NR56. AID 2675. TR-FRET MBNL1-His/biotin-(CUG)12 binding, 665/545 ratio; active = well fitted inhibition curve with a large enough effect in the signal ratio, with a control signal flat, not every such curve was filed as active; inconclusive = small, poorly fitted or top-dose-only effect, or effect the other way, or a change in a side signal; inactive = no such curve, though single readings can be large or run the other way; the % refers to the signal ratio; note: potency is the fitted concentration of half-maximal effect; % is set by controls: 0 for no effect and ±100 for the full control effect
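MBNL1-His + Biotin-(CUG)12, cpd titration 92 nM–58 uM; Tb anti-His Ab 0.055 ng/ul, SA-XL665 5 nM (final); 60 min RT; ratiometric 665/545 nm, Ex 340 nm; normalized to buffer and full-complex controls.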
TSHR antagonist – antagonists of human thyroid stimulating hormone receptor; activity change, negative = inhibition, % at 11.5 µM; TSHR-expressing cells, TSH-stimulated cAMP HTRF, 2 h; hits give low values; 0.2% of 330,000 active;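 active = activity change below a set negative limit, meaning inhibition stronger than a set level, cut at about -70% in these data; inconclusive = activity change between two set negative limits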; note: % is set by controls: 0 for no effect and ±100 for the full control effect
Target sequence (P16473 whole entry, looked up): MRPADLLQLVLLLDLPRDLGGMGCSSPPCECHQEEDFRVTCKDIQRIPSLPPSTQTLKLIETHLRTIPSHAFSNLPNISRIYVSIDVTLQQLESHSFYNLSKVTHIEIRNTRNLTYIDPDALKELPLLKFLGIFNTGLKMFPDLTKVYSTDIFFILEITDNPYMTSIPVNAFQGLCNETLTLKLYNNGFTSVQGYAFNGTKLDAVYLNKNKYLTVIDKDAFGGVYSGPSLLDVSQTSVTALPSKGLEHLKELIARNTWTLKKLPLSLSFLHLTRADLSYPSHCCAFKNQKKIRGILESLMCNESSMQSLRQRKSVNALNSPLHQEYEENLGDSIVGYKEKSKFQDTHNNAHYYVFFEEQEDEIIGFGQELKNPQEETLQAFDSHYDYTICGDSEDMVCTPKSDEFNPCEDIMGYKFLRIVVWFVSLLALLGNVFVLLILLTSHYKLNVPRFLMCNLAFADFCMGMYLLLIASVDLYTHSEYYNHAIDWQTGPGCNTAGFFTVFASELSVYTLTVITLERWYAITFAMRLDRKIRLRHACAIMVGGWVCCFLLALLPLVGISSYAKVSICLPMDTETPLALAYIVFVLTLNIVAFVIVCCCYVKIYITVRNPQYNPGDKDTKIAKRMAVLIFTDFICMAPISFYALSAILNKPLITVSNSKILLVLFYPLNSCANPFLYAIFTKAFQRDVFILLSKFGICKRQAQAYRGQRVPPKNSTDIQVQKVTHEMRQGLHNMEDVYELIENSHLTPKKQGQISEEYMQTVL
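Read-out is FRET at 665 nm (cryptate excitation 337 nm) from a cryptate-tagged anti-cAMP antibody, competed by cell cAMP against cAMP-d2. Compounds are tested on freshly harvested TSHR cells challenged with 4nM TSH (EC80) for 2 hours at 37 deg C.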
S-ASM inh – human S-ASM enzyme inhibition | placental ASM, HMU-PC fluorogenic substrate, 60 min | Potency, µM (doses to about 57.5 µM), for the others: at the highest dose activity change, negative = inhibition, most hits filed as inhibitors | 0.006% of 340,000 active | AID 504937; note: potency is the fitted concentration of half-maximal effect
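Human placenta-derived ASM enzyme was preincubated with compound for 10 minutes at room temperature, then given fluorogenic substrate HMU-PC0 (9 uM final) for 60 minutes at 37 °C; a pH 10 stop preceded fluorescence reading at Ex 386/Em 447 nm.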
* marks the source's active call; other numbers are inactive results; ? = inconclusive; · = not tested or not shown; & = joins results of further samples; [ ] = remark or other dose. Unless noted, calls come from the whole dose curve; as a rule, active = well fitted curve in the direction sought with a large enough effect; inconclusive = small, poorly fitted or top-dose-only effect, or another doubt; inactive = no such curve, though single readings can be large; an effect the other way counts as inactive or inconclusive.

smiles,AT treatment,MLL CXXC-DNA inh,PTAP TSG101 blk,Mito fusion act,Integrin act MD,Menin-MLL TR inh,TCR act,MBNL1-CUG inh,TSHR antagonist,S-ASM inh
COC(=O)Cn1cc(C=C2C(=O)NC(=O)NC2=O)c2ccccc21,16%,0%,-18%,3%,3%,?,-2%,0%,-3,-2%
O=C(Nc1ccccc1)N1Cc2ccccc2-n2nncc2C1,·,·,1%,·,9%,·,1%,·,·,-1%
CN(C)C=C1C(=O)N(C2CCCCC2)C(=O)N(C2CCCCC2)C1=O,1%,0%,1%,-2%,0%,1%,8%,-4%,-8,3%
ClCCN(CCCl)c1ccc(C=NNc2ncccn2)cc1,·,·,-5%,·,10%,·,-1%,·,·,-8%
CCOP(=O)(OCC)C(NC(=O)c1ccccc1C)C(Cl)(Cl)Cl (centres undefined),14%,-7%,-1%,2%,22%,·,10%[46.1 µM],-26%,51,2%
CCn1c(=O)cc(OCC(=O)N2CCN(Cc3ccc4c(c3)OCO4)CC2)c2ccccc21,-6%,0%,0%,0%,14%,·,-17%,-6%,-18,2%
O=c1[nH]c(=S)n(-c2ccccc2F)c(O)c1C=Nc1ccc(N2CCOCC2)cc1,-2%,?,?,-5%,-17%,14%,5%,-8%,-24,-4%
COc1ccc2c(CCN)c[nH]c2c1,·,-7%,1%,-1%,-17%,0%,1%,-14%,-8,5%
Cc1cc(/C=C2\C(=O)NC(=O)N(c3ccc(F)cc3)C2=O)c(C)n1-c1ccc(C(=O)O)cc1,-6%,?,0%,-9%,2%,7%,-1%,-5%,6,-6%
Cc1ccc(-n2c(O)c(/C=N/N3CCCCCC3)c(=O)[nH]c2=O)cc1C,34%,-2%,-7%,5%,-10%,·,0%,-3%,2,6%
C[N+]1(C)CCC(OC(=O)C(c2ccccc2)c2ccccc2)CC1,·,27%,0%,?,·,1%,2%,·,15,2%
CCCN(CCC)C1CCc2ccc(O)cc2C1 (centres undefined),0%,15%,-3%,5%&2%,·,3%,-6%,·,-9&2,7%
O=c1[nH]c(=O)n(-c2ccccc2)c(O)c1/C=C/C=Nc1ccccc1,-4%,?,?,-2%,3%,-26%,3%[46.1 µM],?,-11,1%
O/N=C1\CCC2CN(C3CCCCC3)CC2C1 (centres undefined),1%,-12%,-4%,-1%,10%,-4%,-4%,0%,-1,4%
N#Cc1c(/N=C/C2C(=O)NC(=S)NC2=O)sc2c1CCCC2,-5%,-9%,2%,-3%,-27%,4%,-4%,11%,6,-1%
CC(=O)O[C@@]12CO[C@@H]1C[C@H](OC1OCC(O)C(O)C1O)[C@@]1(C)C(=O)[C@H](O)C3=C(C)[C@@H](OC(=O)[C@H](O)[C@@H](NC(=O)c4ccccc4)c4ccccc4)C[C@@](O)([C@@H](OC(=O)c4ccccc4)C12)C3(C)C (some centres undefined),3%,5%,-4%,-1%,-8%,-17%,7%,-4%,3,-3%
OCC[N+]12CCC(CC1)C(C(O)(c1ccccc1)c1ccccc1)C2 (centres undefined),-19%,-9%,0%,-3%,13%,·,3%,-8%,7,3%
O=S(=O)(c1ccc(F)cc1)N1CCCCC1c1cccnc1 (centres undefined),-18%,7%,-1%,1%,-24%,-19%,3%,-6%,6,3%
Nc1ncnc2c1ccn2[C@@H]1O[C@H](CO)[C@@H](O)[C@H]1O,·,·,0%,·,-49%,4%,8%,·,·,-4%
c1ccc(CNC2=NCCS2)cc1,2%,-7%,-3%,-7%,7%,·,5%,-5%,2,8%
CN1C(=O)C(Cc2cccc3ccccc23)C(=O)N(C)C1=O,-3%,7%,-4%,1%,-42%,-12%,3%,-4%,11,-1%
c1ccc(-c2ccc(C(c3ccccc3)n3ccnc3)cc2)cc1 (centres undefined),26%,15%&24%,1%,14µM*,·,?,-5%,10%&10%,9&-27,-3%
CCCCN1C(=O)NC(=O)C2(Cc3ccccc3N3CCOCC32)C1=O (centres undefined),7%,-1%,-4%,5%,0%,3%,-2%,-7%,6,7%
O=C(O)c1cccc2c1NC(C(=O)O)C1CC(Sc3ccccc3[N+](=O)[O-])C(Cl)C21 (centres undefined),3%,8%,-4%,-6%,24%,22µM*,9%[46.1 µM],-26%,-10,31%[activator]
COc1ccc(OCC(=O)N2CCCC(N3CCN(c4ccccc4C)CC3)C2)cc1 (centres undefined),0%,10%,-1%,-1%,-36%,·,4%,5%,4,-3%
CCCCCSc1cc(OC)c(CCN(C)C)cc1OC,-2%,2%,-2%,-23%,-51%[inhibitor],-6%,3%,-2%,34,-1%
CC(C)OC(=O)C1C2c3ccccc3C(c3ccccc32)C1C(=O)O (centres undefined),3%,-15%,-4%,-5%,?,-1%,-3%,2%,8,3%
CCc1ccc(NC2=NCCCS2)cc1,9%,3%,-2%,5%,2%,-16%,-6%,3%,-13,-2%[11.5 µM]
C=CCN1CC[C@]23c4c5ccc(O)c4OC2C(=O)CC[C@@]3(O)C1C5 (some centres undefined),-4%,3%,-1%,-7%,·,·,6%,3%,3,-1%
CNC(=O)Oc1ccc(N(C)C)cc1C(C)C,-8%,?,-4%,4%,10%,0%,2%,-7%,24,10%
Cc1cc(O)c2c(c1)C(=O)C13C(=C2O)C(=O)[C@H]2[C@@H](O)[C@@H]1[C@H]1[C@H](O)[C@@H]3C(=O)C3=C(O)c4c(O)cc(C)cc4C(=O)C312 (some centres undefined),8.9µM*,·,-6%,6%,-49%[inhibitor],·,6%,·,?,-8%
CC(C)OP(=O)(OC(C)C)C(O)c1ccc(Br)cc1 (centres undefined),-2%,-7%,0%,-10%,39%,4%,2%[46.1 µM],0%,1,0%
O=c1[nH]c(=O)n(C2CCCCC2)c(O)c1/C=N/N1CCCCC1c1cccnc1 (centres undefined),4%,-3%,-3%,1%,?,·,1%,-4%,-1,-3%
COc1ccc(Cl)cc1NC1=NCC(C)S1 (centres undefined),-6%,-2%,-13%,-6%,0%[7.66 µM],7%,8%,-7%,-5,3%
C=CCOC(=O)c1ccccc1N,15%,·,-13%,-12%,·,·,4%,·,8,48%
CCc1nnc(NS(=O)(=O)c2ccc(N=Cc3c(O)n(-c4ccccc4)c(=O)[nH]c3=O)cc2)s1,3%,28%,1%,2%,17%,-18%,-2%,5%,6,-2%
CC(=O)Cc1c[nH]c2ccccc12,-4%,-8%,·,1%,·,·,·,-3%,0,·
CN1CC(C(=O)c2ccccc2)C(c2ccccc2)C1 (centres undefined),-13%,13%,-2%,-9%,-34%,0%,-2%,-5%,3,-4%
CCC1(CCC(C)C)C(=O)NC(=S)NC1=O,·,·,-9%,·,3%,·,-4%,·,·,1%
CC(C)N1OC2CC1c1nc3ccccc3n1C2 (centres undefined),29%,10%,-1%,-21%,-10%,·,15%,-12%,-26,11%
CCC/C(=N\O)c1c[nH]c2ccccc12,-4%,-4%,-5%,-1%,21%,0%,2%,12%,-4,0%
C[C@@H]1C[C@@H]2O[C@H]2/C=C\C=C\C(=O)Cc2c(Cl)c(O)cc(O)c2C(=O)O1,7%,4%,-3%,-23%,-54%,22%,0%,-14%,22,-2%
Cc1c(C=O)c2ccccc2n1Cc1ccc(F)cc1,12%,8%,1%,14%,19%,0%,3%,6%,-6,-3%
O=C(Cc1ccccc1)NC(Cc1ccc(Cl)cc1)C(=O)O (centres undefined),-3%,2%,-5%,-3%,11%,·,8%,-3%,-4,3%
O=c1c2ccccc2nc(-c2cccs2)n1-c1ccccc1,-2%,-3%,-6%,3%,-16%,·,-4%,4%,12,-1%
CCc1ccc2c(CN3CC=C(c4ccccc4)CC3)cc(=O)oc2c1,3%,14%,0%,0%,27%,-17%,-2%[46.1 µM],?,1,-1%
CN1CCN(c2ccc(C=O)cc2)CC1,-7%,-7%,1%,-5%,22%,·,14%,0%,15,-2%
Cn1cc(C(=O)OCC(=O)N2CCCCC2)c2ccccc21,11%,·,-3%,1%,8%,·,9%,·,-12,2%

The list is partial; rates above refer to the full screens.
